KOR beta-arrestin-1 = KOR agonists, beta-arrestin recruitment, primary screen, cell-based, luminescence, uHTS (AID 1777); Kappa-type opioid receptor (Homo sapiens); KOR beta-arrestin recruitment, luminescence; higher % means a stronger effect; activation, % at 10 µM; hits with a dose series show EC50 in µM; actives 0.02% (n = 280,000); in the data active = activation above about 50%, passing the limit was not always enough; also: a part of the inactive calls stands beside numbers as strong as those of hits
GPR55 beta-arrestin = GPR55 agonists via beta-arrestin recruitment, primary screen, imaging, U2OS cells, beta-arrestin-GFP redistribution (AID 1961). U2OS GPR55 beta-arrestin-GFP redistribution imaging; higher % means a stronger effect. activation, % at 10 µM; hits with a dose series show EC50 in µM. actives 0.048% (n = 290,000). G-protein coupled receptor 55 (Homo sapiens);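 active = activation above 40% with more than 50 cells counted in the well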;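 also: U2OS osteosarcoma cells stably expressing GPR55 and beta-arrestin-GFP; plate controls were DMSO negative control for no effect and LPI positive control for full effect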
KOR beta-arrestin-2 = KOR antagonists, beta-arrestin recruitment, cell-based, luminescence, uHTS (AID 1778). Kappa-type opioid receptor (Homo sapiens). KOR beta-arrestin recruitment, luminescence, antagonist mode; higher % means a stronger effect. inhibition, % at 10 µM; hits with a dose series show IC50 in µM. actives 0.091% (n = 290,000); also: strong numbers were not always called active
NTR1 agonist = agonists of NTR1, primary screen, imaging, U2OS cells, beta-arrestin-GFP, high content (AID 493036); Neurotensin receptor type 1 (Homo sapiens), P30989; NTR1-U2OS beta-arrestin-GFP spot imaging, agonist mode; activation, % at 20 µM; actives 0.17% (n = 330,000);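 active = activation at or above 40% of the spot to cytoplasm intensity ratio, with at least 20 cells analyzed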;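 also: 0% = DMSO without peptide and 100% = 100 nM NTR1 peptide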
Target sequence (P30989 whole entry, looked up): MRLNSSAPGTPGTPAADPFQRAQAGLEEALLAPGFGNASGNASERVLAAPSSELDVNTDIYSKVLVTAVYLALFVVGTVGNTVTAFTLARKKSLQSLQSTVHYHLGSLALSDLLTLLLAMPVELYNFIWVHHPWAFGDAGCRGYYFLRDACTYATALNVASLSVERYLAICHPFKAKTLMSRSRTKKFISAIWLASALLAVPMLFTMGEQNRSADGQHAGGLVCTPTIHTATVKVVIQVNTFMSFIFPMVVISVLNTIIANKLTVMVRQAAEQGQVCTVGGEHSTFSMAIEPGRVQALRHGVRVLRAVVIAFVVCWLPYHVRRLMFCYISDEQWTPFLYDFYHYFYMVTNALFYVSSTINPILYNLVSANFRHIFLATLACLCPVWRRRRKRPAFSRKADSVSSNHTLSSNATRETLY
GPR55 LPI antagonism = GPR55 antagonists blocking LPI-driven arrestin recruitment, primary screen, imaging, U2OS, beta-arrestin-GFP, LPI agonist (AID 2013); G-protein coupled receptor 55 (Homo sapiens); actives 0.13% (n = 290,000); U2OS GPR55 beta-arrestin-GFP translocation imaging, LPI antagonism; higher % means a stronger effect; one-dose inhibition, % at 10 µM; IC50 in µM for titrated hits;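 active = spots per cell inhibited over 60%, with over 100 cells counted and total cytoplasm intensity under 500,000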;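 also: U2OS cells stably carrying GPR55 and arrestin-GFP stimulated by 5 µM LPI near EC80; imaged beta-arrestin-GFP aggregate spots per cell after agonist stimulation; plate controls were LPI-stimulated DMSO wells for no effect and DMSO wells without LPI for full effect; some results filed as inactive read as strong as hits; confirmed hits need IC50 under 10 µM and bright autofluorescent wells are also inconclusive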
T cell HTS = modulators of CD8 T cell-vesicle binding, primary screen, mouse 2C CD8+ T cells, flow cytometry. 2C CD8+ T cell-vesicle binding; hits give low values. calls only at 7 µM. actives 0.068% (n = 330,000). AID 2052, 2009;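 active = response, share of CD8 T cells binding vesicles, and their 90th percentile fluorescence all below set limits, cut at about 80% in these data, passing the limit was not always enough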
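Also added: QL9-peptide-loaded Drosophila micro-vesicles bearing Ld, ICAM-1 and B7-1; Test system: purified 2C TCR transgenic mouse naive CD8+ T cells; Measured by: cytometric PE anti-B7-1 and Alexa647 anti-CD8 signals after 1% paraformaldehyde fixation; Timing: binding step 1.5 h, 37 °C, antibody labelling 20 min, ice.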
NOD1 NF-kB reporter = NOD1 signaling inhibitors, primary screen, cell-based, luminescence, uHTS (AID 1578); NOD1-driven NF-kB luciferase reporter cells, luminescence; higher % means a stronger effect; actives 1% (n = 290,000); inhibition, % at 4 µM, or EC50 in µM where a hit was titrated; in the data active = inhibition mostly above about 36%, no sharp cut-off; inactive = mostly below about 34%;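 also: HEK-293T reporter cells stimulated with the NOD1 agonist gamma-tri-DAP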
Myeloid diff 2 = induction of myeloid progenitor differentiation, primary screen, cell-based, flow cytometry, MLPCN library; ER-HoxA9 myeloid progenitors, lysozyme-GFP differentiation; calls only at 10 µM; actives 1% (n = 360,000); AID 624256, 2012;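 active = normalized GFP-positive differentiation at or above the plate's own cutoff, the solvent-only control mean plus 3 SD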;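 also: cells exposed to compound for four days before flow analysis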
HEK293 NOD2/NF-kB = NOD2 signaling inhibitors, cell-based, luminescence, uHTS, HEK293 (AID 1566); inhibition, % at 4 µM, or EC50 in µM where a hit was titrated; actives 0.63% (n = 290,000); HEK293 NOD2/NF-kB luciferase reporter, luminescence; higher % means a stronger effect; also: many of its hits are not listed in these tables
T cell HTS vesicle-bound % = further read-out of T cell HTS, marked with its call; double positive events, %; measured here: CD8+ vesicle-bound cell fraction;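 binding gate set so that unloaded-vesicle control wells show 10% double positive cells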
NTR1 agonist cell count 20 µM = further read-out of NTR1 agonist, marked with its call; cell count; measured here: cell count, cytotoxicity flag
Myeloid diff 2 GFP+ MAC1+ % = further read-out of Myeloid diff 2, marked with its call; GFP+ MAC1+ double positive, %; measured here: differentiation confirmed by MAC1 staining
Active calls of the source: *; [ ] = remark or other dose. Rule as the data show it, unless noted: active = inhibition above about 50%; inactive = the rest. This is a subset; rates above refer to the full screens.

COc1ccccc1C1C=C(c2ccc(Cl)cc2)Nc2nc(N3C(=O)CCC3=O)nn21 (stereo unspecified) was read as KOR beta-arrestin-1 -5.3%, GPR55 beta-arrestin -0.3%, KOR beta-arrestin-2 11%, NTR1 agonist -0.1, GPR55 LPI antagonism 1%, T cell HTS inactive, NOD1 NF-kB reporter 12%, Myeloid diff 2 inactive, HEK293 NOD2/NF-kB 8%, T cell HTS vesicle-bound % 56, NTR1 agonist cell count 20 µM 84 and Myeloid diff 2 GFP+ MAC1+ % 1.1.
Screening CCc1ccc(-c2cc(C(F)(F)F)n3nc(C(=O)Nc4c(C)nn(Cc5ccccc5Cl)c4C)cc3n2)s1 returned KOR beta-arrestin-1 -2.6%, GPR55 beta-arrestin 0.0%, KOR beta-arrestin-2 13%, NTR1 agonist 1.9, GPR55 LPI antagonism -17%, T cell HTS inactive, NOD1 NF-kB reporter 26%, Myeloid diff 2 inactive, HEK293 NOD2/NF-kB -14%, T cell HTS vesicle-bound % 8, NTR1 agonist cell count 20 µM 64 and Myeloid diff 2 GFP+ MAC1+ % 0.5.
CC(C)(C)NS(=O)(=O)c1ccc(N2C(=O)c3ccccc3C2=O)cc1 was read as KOR beta-arrestin-1 -2.0%, GPR55 beta-arrestin -0.2%, KOR beta-arrestin-2 0%, NTR1 agonist -1.9, GPR55 LPI antagonism 2%, T cell HTS inactive, NOD1 NF-kB reporter 0%, Myeloid diff 2 inactive, HEK293 NOD2/NF-kB 5%, T cell HTS vesicle-bound % 15, NTR1 agonist cell count 20 µM 75 and Myeloid diff 2 GFP+ MAC1+ % 0.8.
Screening O=C(O)c1cccc(S(=O)(=O)Nc2ccc(OCc3ccccc3)cc2)c1 returned KOR beta-arrestin-1 -1.9%, GPR55 beta-arrestin -0.2%, KOR beta-arrestin-2 -11%, NTR1 agonist -0.1, GPR55 LPI antagonism 2%, T cell HTS inactive, NOD1 NF-kB reporter -9%, Myeloid diff 2 inactive, HEK293 NOD2/NF-kB -2%, T cell HTS vesicle-bound % 27, NTR1 agonist cell count 20 µM 52 and Myeloid diff 2 GFP+ MAC1+ % 0.5.
For CCN(CC(=O)N1CCCC1)S(=O)(=O)c1ccc(Br)cc1 the results were KOR beta-arrestin-1 0.4%, GPR55 beta-arrestin 0.3%, KOR beta-arrestin-2 -54%[20 µM], NTR1 agonist -0.2, GPR55 LPI antagonism -6%, T cell HTS inactive, NOD1 NF-kB reporter 10%, HEK293 NOD2/NF-kB 6%, T cell HTS vesicle-bound % 56 and NTR1 agonist cell count 20 µM 77.
Screening CCOC(=O)CC(NC(=O)c1ccco1)c1ccc(OC)cc1 (stereo unspecified) returned KOR beta-arrestin-1 3.3%, GPR55 beta-arrestin 0.2%, KOR beta-arrestin-2 8%, NTR1 agonist 2.0, GPR55 LPI antagonism 1%, T cell HTS inactive, NOD1 NF-kB reporter -14%, Myeloid diff 2 inactive, HEK293 NOD2/NF-kB 6%, T cell HTS vesicle-bound % 25, NTR1 agonist cell count 20 µM 63 and Myeloid diff 2 GFP+ MAC1+ % 1.1.
For CCOC(=O)C1C(C)N=C2SCC(=O)N2C1c1cccc(Br)c1 (stereo unspecified) the results were KOR beta-arrestin-1 2.6%, GPR55 beta-arrestin 0.6%, KOR beta-arrestin-2 34%, NTR1 agonist -0.1, GPR55 LPI antagonism 12%, T cell HTS inactive, NOD1 NF-kB reporter -4%, Myeloid diff 2 inactive, HEK293 NOD2/NF-kB -6%, T cell HTS vesicle-bound % 53, NTR1 agonist cell count 20 µM 32 and Myeloid diff 2 GFP+ MAC1+ % 1.0.
Screening COC(=O)c1ccc(NC(=O)CSc2nncn2C)cc1 returned KOR beta-arrestin-1 1.2%, GPR55 beta-arrestin 0.3%, KOR beta-arrestin-2 -6%, NTR1 agonist -1.2, GPR55 LPI antagonism 23%, T cell HTS inactive, NOD1 NF-kB reporter -16%, Myeloid diff 2 inactive, HEK293 NOD2/NF-kB -5%, T cell HTS vesicle-bound % 58, NTR1 agonist cell count 20 µM 45 and Myeloid diff 2 GFP+ MAC1+ % 0.9.
CSc1cccc(NC(=O)CSc2ncccc2C(=O)Oc2cccc([N+](=O)[O-])c2)c1 was read as KOR beta-arrestin-1 1.2%, GPR55 beta-arrestin 0.7%, KOR beta-arrestin-2 -5%, NTR1 agonist 2.2, GPR55 LPI antagonism 7%, T cell HTS inactive, NOD1 NF-kB reporter -15%, Myeloid diff 2 inactive, HEK293 NOD2/NF-kB 16%, T cell HTS vesicle-bound % 38, NTR1 agonist cell count 20 µM 61 and Myeloid diff 2 GFP+ MAC1+ % 0.8.
Screening O=C(NCc1ccc2c(c1)OCO2)c1ccc2c(c1)OCO2 returned KOR beta-arrestin-1 -1.4%, GPR55 beta-arrestin -1.5%, KOR beta-arrestin-2 24%, NTR1 agonist 2.6, GPR55 LPI antagonism -2%, T cell HTS inactive, NOD1 NF-kB reporter 0%, Myeloid diff 2 inactive, HEK293 NOD2/NF-kB -67%, T cell HTS vesicle-bound % 24, NTR1 agonist cell count 20 µM 52 and Myeloid diff 2 GFP+ MAC1+ % 0.4.
For COc1cc(/C=N/N2CCOCC2)ccc1OC(=O)c1ccco1 the results were KOR beta-arrestin-1 -0.7%, GPR55 beta-arrestin -0.6%, KOR beta-arrestin-2 0%, NTR1 agonist 1.7, GPR55 LPI antagonism 9%, T cell HTS inactive, NOD1 NF-kB reporter -19%, Myeloid diff 2 inactive, HEK293 NOD2/NF-kB 10%, T cell HTS vesicle-bound % 55, NTR1 agonist cell count 20 µM 35 and Myeloid diff 2 GFP+ MAC1+ % 0.2.
For [N-]=[N+]=CC(=O)C(c1ccccc1)(c1ccccc1)c1ccccc1 the results were KOR beta-arrestin-1 -1.8%, GPR55 beta-arrestin -0.1%, KOR beta-arrestin-2 18%, NTR1 agonist 0.7, GPR55 LPI antagonism 13%, T cell HTS inactive, NOD1 NF-kB reporter 4%, Myeloid diff 2 inactive, HEK293 NOD2/NF-kB 5%, T cell HTS vesicle-bound % 22, NTR1 agonist cell count 20 µM 40 and Myeloid diff 2 GFP+ MAC1+ % 0.4.
For Cc1ccc(S(=O)(=O)NNC(=S)NCCc2ccccc2)cc1 the results were KOR beta-arrestin-1 4.8%, GPR55 beta-arrestin -0.3%, KOR beta-arrestin-2 -5%, NTR1 agonist 1.2, GPR55 LPI antagonism 7%, T cell HTS inactive, NOD1 NF-kB reporter -7%, Myeloid diff 2 inactive, HEK293 NOD2/NF-kB 4%, T cell HTS vesicle-bound % 31, NTR1 agonist cell count 20 µM 51 and Myeloid diff 2 GFP+ MAC1+ % 0.7.
Screening Cc1occc1C(=O)N/N=C/C1=C(N2CCOCC2)C(=C\c2ccc(Cl)cc2Cl)/CC1 returned KOR beta-arrestin-1 -1.8%, GPR55 beta-arrestin -0.2%, KOR beta-arrestin-2 20%, NTR1 agonist 8.0, GPR55 LPI antagonism 7%, T cell HTS inactive, NOD1 NF-kB reporter -13%, Myeloid diff 2 inactive, HEK293 NOD2/NF-kB -2%, T cell HTS vesicle-bound % 36, NTR1 agonist cell count 20 µM 85 and Myeloid diff 2 GFP+ MAC1+ % 0.0.
For Cc1ccccc1Cn1cnc2c(nnn2Cc2ccc(F)cc2)c1=O the results were KOR beta-arrestin-1 -1.8%, GPR55 beta-arrestin 0.2%, KOR beta-arrestin-2 9%, NTR1 agonist -0.6, GPR55 LPI antagonism 16%, T cell HTS inactive, NOD1 NF-kB reporter -3%, Myeloid diff 2 inactive, HEK293 NOD2/NF-kB 10%, T cell HTS vesicle-bound % 43, NTR1 agonist cell count 20 µM 63 and Myeloid diff 2 GFP+ MAC1+ % 4.8.
Screening CSCC[C@H](NC(=O)[C@@H]1Cc2ccccc2CN1)C(=O)NC1CCCCC1 returned KOR beta-arrestin-1 3.1%, GPR55 beta-arrestin -0.2%, KOR beta-arrestin-2 18%, NTR1 agonist -1.5, GPR55 LPI antagonism 3%, T cell HTS inactive, NOD1 NF-kB reporter -13%, Myeloid diff 2 inactive, HEK293 NOD2/NF-kB 2%, T cell HTS vesicle-bound % 6, NTR1 agonist cell count 20 µM 53 and Myeloid diff 2 GFP+ MAC1+ % 6.3.
COc1ccc(C2c3ccc(O)cc3Oc3ncn(CCCO)c(=N)c32)cc1 (stereo unspecified) was read as KOR beta-arrestin-1 2.2%, GPR55 beta-arrestin -0.3%, KOR beta-arrestin-2 -17%, NTR1 agonist 5.5, GPR55 LPI antagonism 22%, T cell HTS inactive, NOD1 NF-kB reporter -7%, Myeloid diff 2 inactive, HEK293 NOD2/NF-kB -4%, T cell HTS vesicle-bound % 40, NTR1 agonist cell count 20 µM 60 and Myeloid diff 2 GFP+ MAC1+ % 1.0.
`CCN(CC)S(=O)(=O)c1cccc(NC(=O)COC(=O)CNC(=O)c2cccc(F)c2)c1` gave KOR beta-arrestin-1 -2.2%, GPR55 beta-arrestin -0.1%, KOR beta-arrestin-2 10%, NTR1 agonist 2.0, GPR55 LPI antagonism 8%, T cell HTS inactive, NOD1 NF-kB reporter 4%, Myeloid diff 2 inactive, HEK293 NOD2/NF-kB 2%, T cell HTS vesicle-bound % 8, NTR1 agonist cell count 20 µM 65 and Myeloid diff 2 GFP+ MAC1+ % 0.3.
O=C(c1c[nH]c2ccccc12)C(Cl)c1ccccc1 (stereo unspecified) was read as KOR beta-arrestin-1 6.2%, GPR55 beta-arrestin 0.4%, KOR beta-arrestin-2 -28%, NTR1 agonist 7.3, GPR55 LPI antagonism 5%, T cell HTS inactive, NOD1 NF-kB reporter 97%*, Myeloid diff 2 inactive, HEK293 NOD2/NF-kB 25%, T cell HTS vesicle-bound % 21, NTR1 agonist cell count 20 µM 87 and Myeloid diff 2 GFP+ MAC1+ % 0.0.
Screening Cc1cc(=O)oc2c(C)c(OCC(=O)NCCN3CCOCC3)ccc12 returned KOR beta-arrestin-1 7.5%, GPR55 beta-arrestin -0.2%, KOR beta-arrestin-2 19%, NTR1 agonist -0.4, GPR55 LPI antagonism 11%, T cell HTS inactive, NOD1 NF-kB reporter -13%, Myeloid diff 2 inactive, HEK293 NOD2/NF-kB 5%, T cell HTS vesicle-bound % 23, NTR1 agonist cell count 20 µM 52 and Myeloid diff 2 GFP+ MAC1+ % 1.6.

Screening data (PubChem BioAssay)
